Source: PubChem (The Scripps Research Institute Molecular Screening Center)
SRC3 TRFRET art – TR-FRET detection interference compounds, artefact control for PPARgamma SRC-3 recruitment agonists, biochemical, TR-FRET ratio | TR-FRET artefact counter-screen, PPARgamma/SRC-3 format; hits give high values | TR-FRET ratio at 8 µM | 99,000 tested, 0.39% active | AID 1048, 2008; in the data active = TR-FRET ratio above about 2000; note: inactives centre near 1600
SRC1 TRFRET art – TR-FRET detection interference compounds, primary screen, artefact control for PPARgamma SRC-1 recruitment agonists, biochemical, TR-FRET emission ratio; TR-FRET detection artefact counter-screen; hits give high values; TR-FRET ratio at 8 µM; 99,000 tested, 0.34% active; in the data active = TR-FRET ratio above about 2300; note: inactives centre near 1800
The depositor's hits bear a star. An unsorted share of the library, and some 0.65% of all compounds hit somewhere here.

Screens in order – SRC3 TRFRET art, SRC1 TRFRET art
> O=S(=O)(c1ccc(Br)cc1)N1CCOC12CCCCC2
  1614, 1954
> CSCC[C@H](NC(=O)COc1ccc(Cl)cc1Cl)c1nc2ccccc2[nH]1
  1713, 1901
> O=C(COC(=O)CCN1C(=O)/C(=C\C=C\c2ccccc2)SC1=S)Nc1ccc(Br)cc1
  1354, 1547
> CCCCn1nc(CC(=O)O)c2ccccc2c1=O
  1583, 1642
> O=c1[nH]c2cc(NCCO)c([N+](=O)[O-])cc2[nH]1
  1494, 1838
> CCC(=O)Nc1nc(C)c(-c2csc(Nc3ccccn3)n2)s1
  1557, 1951
> CCC(/C=N/NC(=O)C1COc2ccccc2O1)CC (stereo unspecified)
  1615, 1871
> NS(=O)(=O)c1ccc(CNC(=O)/C=C/c2c(F)cccc2Cl)cc1
  1342, 1693
> CC(NC(=O)c1sc2ccccc2c1Cl)C1CCCO1 (stereo unspecified)
  1725, 1781
> CC(=O)N/C(=C/c1ccc(OC(F)F)cc1)C(=O)O
  1597, 1826
> O=C(COc1cccnc1[N+](=O)[O-])Nc1ccc2c(c1)OC(F)(F)O2
  1375, 1685
> COc1cc(C)c(NC(=S)Nc2ccc(Cl)c(Cl)c2)cc1OC
  1622, 1653
> COC(=O)NNC(=O)COc1cc(C)ccc1C
  1507, 1886
> C/C(=C\C(=S)Nc1ccccc1)Nc1ccc2ccccc2c1
  1331, 1767
> Cc1nn(C(=O)/C(C#N)=C/N(C)C)c(C)c1C
  1666, 1917
> Cc1nc(C)n(C(C)CC(=O)O)n1 (stereo unspecified)
  1709, 1524
> COc1ccc(C(=S)N2CCN(c3cccc(Cl)c3)CC2)c(OC)c1
  1380, 1836
> COc1ccc(N2CC(C(=O)NCc3ccco3)CC2=O)cc1 (stereo unspecified)
  1516, 1651
> COc1cccc(NC(=O)n2nc(N)cc2-c2ccc(Cl)cc2)c1
  1643, 1829
> CCOc1ccc(OCC)c(NC(=O)CN2CCN(c3cccc(C)c3)CC2)c1
  1645, 1876
> CCc1ccc(OCC(=O)NC(C)(C)C)cc1
  1646, 1729
> O=C(N/N=C/c1ccc(O)cc1)c1[nH]c2ccc(Br)cc2c1-c1ccccc1
  1590, 1777
> COc1cc(/C=N/NC(=O)COc2ccc(C)cc2)ccc1OC(=O)c1cccs1
  1517, 1672
> CC(=O)N1N=C(c2cccs2)CC1c1ccco1 (stereo unspecified)
  1770, 1717
> Cc1ccc(/C=C(\C#N)C(=O)N2CCCC2)c(C)c1
  1287, 1476
> COc1ccc(CNC(=O)COC(=O)c2ccccn2)cc1
  1655, 1612
> CCN=C1SC(C(=O)Nc2ccc(Cl)c(Cl)c2)CC(=O)N1CC (stereo unspecified)
  1444, 1829
> COc1cccc(N(C(=O)Cn2nnc3ccccc32)C(C(=O)NCc2ccco2)c2cccnc2)c1 (stereo unspecified)
  1637, 1996
> O=C(/C=C/c1cccc([N+](=O)[O-])c1)Nn1c(-c2ccccc2F)nc2ccccc2c1=O
  1446, 1839
> Cc1c(N=NC2=C(O)CCCC2=O)c(=O)n(-c2ccccc2)n1C
  1640, 2049

Whole records, quoted from the list. Order of values: SRC3 TRFRET art | SRC1 TRFRET art
CC(=O)N1N=C(c2cccs2)CC1c1ccco1 (stereo unspecified) as listed: 1770 | 1717
O=C(COC(=O)CCN1C(=O)/C(=C\C=C\c2ccccc2)SC1=S)Nc1ccc(Br)cc1 as listed: 1354 | 1547
O=C(N/N=C/c1ccc(O)cc1)c1[nH]c2ccc(Br)cc2c1-c1ccccc1 as listed: 1590 | 1777
COc1cc(/C=N/NC(=O)COc2ccc(C)cc2)ccc1OC(=O)c1cccs1 as listed: 1517 | 1672
CSCC[C@H](NC(=O)COc1ccc(Cl)cc1Cl)c1nc2ccccc2[nH]1 as listed: 1713 | 1901

Next section.
Screens in order – SRC3 TRFRET art, SRC1 TRFRET art
> O=C(NCCO)C(=O)c1c(-c2ccc(Cl)cc2)cc2ccccn12
  1393, 1766
> c1ccc(CN2CCCC3(CCCN(Cc4nc(COc5ccccc5)no4)C3)C2)cc1 (stereo unspecified)
  1771, 1581
> COc1ccc(CCNC(=O)c2cc(C(=O)c3cc(Cl)ccc3O)cn(CCc3ccc(OC)cc3)c2=O)cc1
  1657, 1879
> O=C(CCC(=O)N1CCN(S(=O)(=O)c2ccc3ccccc3c2)CC1)Nc1cc(Cl)cc(Cl)c1
  1726, 1923
> COc1ccc2c(c1)c(=O)c(C(=O)O)c(-c1ccc3c(c1)OCO3)n2C
  1667, 1847
> Cc1cc(C(=O)NC(C)C2CCCO2)no1 (stereo unspecified)
  1767, 2048
> COc1ccc(NC(C(=O)Nc2cccc(C(C)=O)c2)c2ccccc2)cc1 (stereo unspecified)
  1697, 1779
> CC(C)CNS(=O)(=O)c1ccc(CCC(=O)NCc2ccncc2)cc1
  1300, 1644
> CCOc1cccc(-c2nn3c(-c4ccccn4)nnc3s2)c1
  1647, 1965
> CCOc1cc(C=O)ccc1OCC(N)=O
  1379, 1778
> OC(COc1ccc2c(c1)OCO2)CN1CCN(c2ccccc2)CC1 (stereo unspecified)
  1537, 1774
> O=C(Cc1ccc(F)cc1)N/N=C/c1ccc2c(c1)OCO2
  1489, 1690
> Cc1cccc(C2c3[nH]c4ccccc4c3CCN2C(=O)Cc2nc(-c3ccccc3)n[nH]2)n1 (stereo unspecified)
  1566, 1868
> CCS(=O)(=O)c1ccc(C(=O)NC2CC2)c(Cl)c1Cl
  1803, 1999
> O=C1CCCC(=O)N1c1ccc(N2CCN(c3ccccc3)CC2)c([N+](=O)[O-])c1
  1703, 1796
> Cc1ccsc1C(=O)OCC(=O)N1CCN(C(=O)c2ccco2)CC1
  1553, 1764
> COc1ccc(OC)c2[nH]c(=O)c(CCNC(=O)c3ccc4c(c3)OCO4)cc12
  1637, 1893
> CC(=O)C(=Cc1ccc(C(=O)O)cc1)C(C)=O
  1319, 1617
> CCN1CCCC1CNC(=O)C1CCN(C(=O)c2cc3sccc3n2Cc2ccc(F)cc2)CC1 (stereo unspecified)
  1462, 1719
> Cc1nnc(NC(=O)CSc2nc3c(c(=O)n(C)c(=O)n3C)n2C(C)C)s1
  1334, 1815
> CSCCC(NC(=O)c1cc([N+](=O)[O-])cc([N+](=O)[O-])c1)c1nc2ccccc2[nH]1 (stereo unspecified)
  1487, 1662
> COCC(C)N=C1NN=C(c2ccc(NC(C)=O)cc2)CS1 (stereo unspecified)
  1639, 1680
> COc1ccc(C)c2sc(NNC(=O)COc3ccccc3)nc12
  1688, 1686
> Cc1nn(-c2ccc(F)cc2)c(C)c1CN1CCN(CCC(C)C)C(CCO)C1 (stereo unspecified)
  1544, 1721
> CN(c1ccc(O)cc1)c1nc(-c2ccccc2)cs1
  1560, 2138
> COc1ccc(C(=O)OCCc2ccc(O)cc2)cc1
  1496, 1696
> O=C(O)CNC(=O)c1ccc(N2CCOCC2)cc1[N+](=O)[O-]
  1713, 2011
> CCOC(=O)c1sc2nc(SCC(=O)N(CC)CC)n(CCCN3CCCC3=O)c(=O)c2c1C
  1605, 1477
> CC(=O)Nc1ccccc1NC(=O)c1ccc(C)c(C)c1
  1577, 1538
> CCCS(=O)(=O)c1nc(S(=O)(=O)c2ccc(C)cc2)c(N2CCc3ccccc3C2)s1
  1848, 2021
> COc1ccc(-n2nnc3c(SCC(=O)Nc4ccccc4F)ncnc32)cc1
  1422, 1649
> O=C(COC(=O)c1ccc(Cl)c(S(=O)(=O)N2CCCCC2)c1)NCc1ccco1
  1591, 1967
> Nc1nc(SC2c3cccc4cccc(c34)C2NS(=O)(=O)c2ccccc2)n[nH]1 (stereo unspecified)
  1434, 1733
> CN(c1cccc(NC(=O)CN(c2ccc(F)cc2)S(C)(=O)=O)c1)S(C)(=O)=O
  1524, 1810
> O=C(Nc1ccc2nc(-c3ccco3)c(-c3ccco3)nc2c1)N1CCN(c2ccccn2)CC1
  1612, 1864
> Brc1cccc(-c2cnco2)c1
  1759, 1861
> O=C(NCCc1ccccc1)c1n[nH]c2ccccc12
  1446, 1861
> Cc1ccc2nc(S(=O)(=O)O)[nH]c2c1
  1615, 1563
> Cc1c(/C=N/NC(N)=O)c2ccccn2c1C(=O)c1ccc(F)cc1
  1677, 1806
> COC(=O)c1cn(-c2ccccc2)nc1C(=O)OC
  1386, 1801
> COc1ccc(N(C)S(=O)(=O)c2cccc(C(=O)OC(C(=O)Nc3cc(C)cc(C)c3)c3ccccc3)c2)cc1 (stereo unspecified)
  1521, 1780
> O=C(O)C(O)c1ccco1 (stereo unspecified)
  1315, 1827
> CCOC(=O)C(NC(=O)Nc1ccc(O)cc1)(c1ccccc1)C(F)(F)F (stereo unspecified)
  1543, 1872
> CCn1c(Cc2ccc(OC)cc2)nnc1SCc1nc2ccccc2c(=O)[nH]1
  1542, 1738
> C=CCN1CCN(C(CC(C)C)c2nnnn2CCOC)CC1 (stereo unspecified)
  1624, 1577
> CCOC(=O)CNC(=O)CSc1nc(-c2ccc(C)cc2)ns1
  1625, 1699
> O=C(C1=C[C@H](c2ccc(C(F)(F)F)cc2)C[C@H](OCCCCO)O1)N1CCN(Cc2ccccc2)CC1
  1494, 1485
> OCCC1CN(Cc2nc3ccccc3s2)CCN1CCc1ccccc1 (stereo unspecified)
  1619, 1761
> O=C(Nc1ccc(Br)cc1)c1ccc(Br)c(S(=O)(=O)Nc2cccnc2)c1
  1286, 1599
> O=C(COC(=O)CCC(=O)c1cccs1)NC(=O)c1ccc(OC(F)F)cc1
  1694, 1676
> Cc1ccc(NC(=O)CSc2nnc(-c3cccs3)o2)cc1S(=O)(=O)N(C)C
  1451, 1789
> O=C(CSc1nn(-c2ccc(Cl)cc2)c(=S)s1)N1CCN(C(=O)c2ccco2)CC1
  1494, 1777
> Cn1c(Cn2c(=O)sc3ccccc32)nnc1SCC(=O)Nc1cccc(Cl)c1
  1559, 1547
> Nc1nc(NCC2CCCO2)nc(Nc2ccccc2)c1[N+](=O)[O-] (stereo unspecified)
  1356, 1677
> CC(=O)NC(c1ccccc1)c1cc([N+](=O)[O-])c2cccnc2c1O (stereo unspecified)
  1512, 1668
> CCN(CC)Cc1c(O)c(Cl)cc2c(C)cc(=O)oc12
  1438, 1655
> CCOC(=O)CN(c1cc([N+](=O)[O-])ccc1OC)S(C)(=O)=O
  1541, 1764
> O=C(c1cccs1)N1CCN=C1SCc1ccccc1F
  1518, 1465
> CC(C)OC(=O)c1cc2c(ccn2C)n1CC(=O)N(Cc1ccccc1)c1ccccc1
  1515, 1994
> COc1ccc(NC(=O)/C(=C/c2ccc(OC(C)=O)c(OC)c2)NC(C)=O)cc1
  1681, 1909

Next part
mol,SRC3 TRFRET art,SRC1 TRFRET art
COCCNC(=O)c1ccc(-n2c(SCc3ccncc3)nc3ccccc3c2=O)cc1,1552,1863
O=C1Nc2ccccc2C1(O)C/C(=N/O)c1ccccc1 (stereo unspecified),1665,1997
Cc1ccc(NC(=S)N(C)N)cc1Cl,1435,1948
COc1ccc([N+](=O)[O-])cc1NC(=O)CCSCCc1ccccn1,1580,1775
O=C(CCC(=O)Nc1ccccc1Cl)N/N=C/c1ccccc1,1665,1805
CC1(C)C2CC=C(/C=N/NC(=O)c3ccc(O)cc3)C1C2 (stereo unspecified),1856,2046
CC1c2c([nH]c3ccccc23)CCC1C(=O)O (stereo unspecified),1623,1861
Cn1c(Cn2c(=O)sc3ccccc32)nnc1SCC(=O)Nc1cccc(F)c1,1609,1655
Cn1nccc1C(=O)N1CCCC(C(=O)c2cccc3ccccc23)C1 (stereo unspecified),1605,1597
O=C(NCC1CCCO1)c1cc(C(=O)c2ccc(Cl)cc2Cl)c[nH]1 (stereo unspecified),1500,1694
COC(=O)c1sc2nc(CN3CCN(c4ccc(OC)cc4)CC3)[nH]c(=O)c2c1C,1471,1687
COc1ccc(CNC(=S)Nc2cc(OC)ccc2OC)cc1,1646,1833
COc1ccc(C(=O)CSc2nc3[nH]ncc3c(=O)[nH]2)cc1,1348,1716
O=C(NC1CCN(C(=S)NCCc2ccccc2)CC1)C1CCCCC1,1699,1892
COc1ccccc1NC(=O)C1=C(C)NC(=O)NC1c1cc(C)cs1 (stereo unspecified),1689,1892
Cc1ccc(Oc2nc3c(c(=O)n(C)c(=O)n3C)n2C)cc1C,1571,1960
Cc1ccc(C)c(NC(=O)CSc2nc(N)c(NC(=O)c3cccs3)c(=O)[nH]2)c1,1598,1777
CCn1c(=O)oc2cc(NC(=O)CCl)ccc21,1610,1780
Cc1ccc(Oc2nnc(-c3cccs3)c3ccccc23)cc1,1517,1737
O=c1cc(O)c2ccccc2n1Cc1ccccc1F,1772,1804
CCCn1c(-c2ccncc2)n[nH]c1=S,1500,1776
O=C(O)c1ccccc1C(=O)c1ccc2c(c1)N(Cc1cccc(F)c1)C(=O)CO2,1722,2040
O=C(Cc1ccc(Br)cc1)OCC(=O)N1CCc2ccccc2C1,1597,1728
CC(C)(C)c1ccc(Cn2nc(CC(=O)O)c3ccccc3c2=O)cc1,1673,1973
COc1cc(/C=C/C(=O)O)ccc1OS(=O)(=O)c1cc(C)ccc1C,1440,1938
COc1cc2c(cc1OC)CN(C(=S)Nc1ccc(C)cc1C)CC2,1662,1825
Cc1nc2ccc(NC(=O)c3ccc4ccccc4n3)cc2s1,1259,1614
CC(C)CC(=O)NC(=S)Nc1cccc(NC(=O)c2ccccc2)c1,1668,1731
O=C(N/C(=C/c1cccc(Br)c1)c1nc(=S)[nH][nH]1)c1ccccc1,1537,1708
Cc1ccc(OCC(=O)NNC(=O)c2cc(C)[nH]n2)cc1,1584,1823

A second format for part of the listing above:
smiles: COc1cc(/C=C/C(=O)O)ccc1OS(=O)(=O)c1cc(C)ccc1C
  SRC3 TRFRET art: 1440
  SRC1 TRFRET art: 1938
smiles: COc1cc2c(cc1OC)CN(C(=S)Nc1ccc(C)cc1C)CC2
  SRC3 TRFRET art: 1662
  SRC1 TRFRET art: 1825
smiles: Cc1nc2ccc(NC(=O)c3ccc4ccccc4n3)cc2s1
  SRC3 TRFRET art: 1259
  SRC1 TRFRET art: 1614
